Source: PubChem BioAssay (several laboratories)
FXIIa inh: human FXIIa protease inhibitors, primary screen, biochemical, 1536-well; Coagulation factor XII (Homo sapiens), P00748; purified FXIIa, Boc-QGR-AMC fluorogenic substrate, 2 h; inhibition, % at 5 µM; 0.3% of 220,000 active; AID 800, 2007; in the data active = inhibition above about 40%;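 also: 0% = enzyme with no compound and 100% = blank without enzyme; many of its hits are not listed in these tables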
KLK5 inh: human KLK5 protease inhibitors, primary screen, biochemical, 1536-well | Kallikrein-5 (Homo sapiens), Q9Y337 | recombinant hK5, fluorogenic AMC substrate cleavage | inhibition, % at 5 µM | 0.59% of 210,000 active;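 active = inhibition of 40% or more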;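 also: 0% = enzyme controls without compound and 100% = no-enzyme blanks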
Target sequence (Q9Y337 67-293 limits assumed): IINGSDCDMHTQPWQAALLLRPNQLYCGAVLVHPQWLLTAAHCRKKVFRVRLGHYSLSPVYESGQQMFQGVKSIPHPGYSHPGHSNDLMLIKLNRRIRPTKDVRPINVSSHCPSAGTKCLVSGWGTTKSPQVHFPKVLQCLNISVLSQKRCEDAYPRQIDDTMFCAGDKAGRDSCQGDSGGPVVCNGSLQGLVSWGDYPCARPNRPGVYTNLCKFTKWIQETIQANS
p97 inhibitor: inhibitors of human p97 ATPase, primary screen, biochemical | Transitional endoplasmic reticulum ATPase (Homo sapiens), P55072 | recombinant p97 ATPase, Kinase-Glo ATP luminescence, 3 h | inhibition, % at 8 µM | 0.42% of 220,000 active; in the data active = inhibition above about 15%;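 also: 0% = DMSO vehicle and 100% = wells lacking enzyme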
Mdm2 ligase inh: MDM2-luciferase reporter signal enhancers, primary screen, MDM2 E3 ligase inhibitor project, cell-based, luminescence, 1536-well; E3 ubiquitin-protein ligase Mdm2 (Homo sapiens), Q00987; cell-based MDM2 ubiquitination luciferase reporter, 2 h; 0 = plate control, 100 = twice control, blank-subtracted; signal enhancement, % at 5 µM; 0.11% of 210,000 active; AID 1230, 2008;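 active = signal enhancement of 30% or more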;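 also: luminescence tracks abundance of the self-degrading MDM2-luciferase fusion protein; higher signal means inhibition of MDM2 E3 ligase activity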
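Buffer or medium: Cells held in DMEM | Assay system: Stable mammalian line carrying autodegrading MDM2–luciferase fusion reporter | Quantity: 2000 cells/well | Times: 4 h settle plus 2 h compound, 37 °C | Doses: One concentration, 5 µM, with 0.2% DMSO | Technique: Luminescence with SteadyLite reagent, 15 min at room temperature | Benchmarks: Plate controls and plate blanks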
eIF4E 4G PPI: eIF4E–eIF4G protein interaction inhibitors, primary screen, biochemical, uHTS, TR-FRET, eIF4GI fragment; TR-FRET eIF4E-eIF4GI(517-606) binding, 2 h; inhibition, % at 21.7 µM; 0.37% of 220,000 active;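 active = inhibition above about 30%, limit read from the data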;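 also: 0% = full FRET control wells and 100% = background wells lacking eIF4GI fragment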
FXIa inh 1536: human FXIa protease inhibitors, primary screen, biochemical, 1536-well; Coagulation factor XI (Homo sapiens), P03951; purified FXIa, Boc-Glu-Ala-Arg-AMC fluorogenic substrate; inhibition, % at 5 µM; 0.14% of 220,000 active;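 active = inhibition of at least 40%; inactive = inhibition below 40%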;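 also: fluorescence of freed AMC excited at 355 nm; 0% = enzyme without compound and 100% = no enzyme blank; many of its hits are not listed in these tables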
Rad51 HR inh: human RAD51 strand exchange inhibitors, primary screen, biochemical, fluorescence | DNA repair protein RAD51 homolog 1 (Homo sapiens), Q06609 | hRad51 DNA strand exchange, fluorescence dequenching | inhibition, % at 10 µM | 0.085% of 200,000 active | AID 1385, 2008;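 active = inhibition above 40% at the single screening dose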;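 also: 0% = DMSO control wells and 100% = blanks with heterologous ssDNA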
Target sequence (Q06609 whole entry, looked up): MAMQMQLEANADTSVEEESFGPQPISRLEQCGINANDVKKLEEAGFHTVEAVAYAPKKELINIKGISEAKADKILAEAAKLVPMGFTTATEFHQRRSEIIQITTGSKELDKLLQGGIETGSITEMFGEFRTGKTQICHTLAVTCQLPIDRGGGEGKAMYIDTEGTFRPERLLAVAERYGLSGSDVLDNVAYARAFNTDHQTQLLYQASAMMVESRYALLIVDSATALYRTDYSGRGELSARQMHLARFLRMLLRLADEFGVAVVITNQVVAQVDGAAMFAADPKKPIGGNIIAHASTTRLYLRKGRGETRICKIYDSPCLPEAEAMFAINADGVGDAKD
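Assay system: Human Rad51 nucleoprotein filaments preassembled on unlabelled ssDNA | Reagent: Donor/quencher-labelled 47-bp dsDNA substrate | Doses: One concentration, 10 µM final | Times: 37 °C 15-min filament assembly, 30-min compound preincubation, 15-min exchange | Technique: Fluorescein emission 520 nm, excitation 485 nm | Benchmarks: Plate control and blank wells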
14-3-3 Bad inh: inhibitors of 14-3-3 zeta/Bad binding, primary screen, biochemical, TR-FRET, bovine 14-3-3 zeta. 14-3-3 protein zeta/delta (Bos taurus), P63103. TR-FRET 14-3-3zeta/Dy647-pBad peptide displacement, 1 h. inhibition, % at 21.7 µM. 0.71% of 220,000 active;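 active = inhibition above about 70%, limit read from the data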;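 also: 0% = full 14-3-3 plus peptide FRET controls and 100% = background without 14-3-3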
Target sequence (P63103 whole entry, looked up): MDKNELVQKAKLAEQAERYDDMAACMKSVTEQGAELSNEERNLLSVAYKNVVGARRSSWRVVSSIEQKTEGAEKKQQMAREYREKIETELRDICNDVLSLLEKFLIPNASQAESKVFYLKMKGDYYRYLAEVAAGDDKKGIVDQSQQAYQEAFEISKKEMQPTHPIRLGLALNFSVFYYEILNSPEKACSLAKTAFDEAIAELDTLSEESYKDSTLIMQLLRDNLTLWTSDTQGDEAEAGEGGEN
Wee1 degr inh: Wee1 degradation inhibitors, primary screen, cell-based, HeLa, Wee1K328M-luciferase, luminescence; Wee1-like protein kinase (Homo sapiens), P30291; HeLa Luc-Wee1K328M stability; 100% = proteasome inhibitor MG132 effect; reporter increase, % at 5 µM; 1.2% of 220,000 active;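 active = activation above the mean of all tested compounds plus 3 SD, set per screening run, cut at about 8.8% in these data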;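 also: cells exposed to compound for 20 h before luminescence read; 0% = DMSO alone and 100% = MG132 at 30 µM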
Numbers without * were called inactive; [ ] = dose if it differs, or a comment.

`CC(=O)c1sc(NC(=O)C(C)(C)C)nc1C` gave FXIIa inh 18, KLK5 inh -10, p97 inhibitor 4, Mdm2 ligase inh 17, eIF4E 4G PPI 3, FXIa inh 1536 7, Rad51 HR inh 2, 14-3-3 Bad inh -3[fluorescence artefact?] and Wee1 degr inh -2.
For CSc1nccc(-c2cc(Cl)sc2Cl)n1 the results were FXIIa inh 14, KLK5 inh -11, p97 inhibitor -1, Mdm2 ligase inh 1, eIF4E 4G PPI 2, FXIa inh 1536 4, 14-3-3 Bad inh 8 and Wee1 degr inh -1.
Screening COc1cc(CNc2nc(C)c([N+](=O)[O-])c(C)c2C#N)cc(OC)c1OC returned FXIIa inh 2, KLK5 inh -23, p97 inhibitor 2, Mdm2 ligase inh -15, eIF4E 4G PPI 2, FXIa inh 1536 -6, Rad51 HR inh -6, 14-3-3 Bad inh -10 and Wee1 degr inh -2.
`CS(=O)(=O)Nc1ccc(C2=NN(S(=O)(=O)c3ccc(F)cc3)C(c3ccco3)C2)cc1` (stereo not drawn) gave FXIIa inh 6, p97 inhibitor 6, eIF4E 4G PPI 2, FXIa inh 1536 -1, 14-3-3 Bad inh 6 and Wee1 degr inh 2.
For O=C(O)c1ccccc1C(=O)c1ccc(Cl)cc1 the results were FXIIa inh 0, KLK5 inh -3, p97 inhibitor 3, Mdm2 ligase inh -9, eIF4E 4G PPI 5, FXIa inh 1536 -4, Rad51 HR inh 12, 14-3-3 Bad inh 24 and Wee1 degr inh 2.
Cc1c(Nc2nc3ccccc3nc2NS(=O)(=O)c2cccs2)c(=O)n(-c2ccccc2)n1C was read as FXIIa inh 14, KLK5 inh -1, p97 inhibitor 2, Mdm2 ligase inh -14, eIF4E 4G PPI 1, FXIa inh 1536 0, Rad51 HR inh 2, 14-3-3 Bad inh 13 and Wee1 degr inh 3.
For O=C(/C=C/Nc1ccc(Oc2ccccc2)cc1)c1ccco1 the results were FXIIa inh 13, p97 inhibitor -2, Mdm2 ligase inh -48, eIF4E 4G PPI -1, FXIa inh 1536 4, Rad51 HR inh -5, 14-3-3 Bad inh -16 and Wee1 degr inh 3.
`CCCN(CCC(=O)Nc1cc(OC)cc(OC)c1)CC1CC1` gave FXIIa inh 7, KLK5 inh -6, p97 inhibitor 0, Mdm2 ligase inh -1, eIF4E 4G PPI 5, FXIa inh 1536 1, Rad51 HR inh -9, 14-3-3 Bad inh 13[fluorescence artefact?] and Wee1 degr inh -1.
CCC(Sc1ccc2nnc(CCNS(=O)(=O)c3ccc(OC)cc3)n2n1)C(=O)OC (stereo not drawn) was read as FXIIa inh 8, KLK5 inh -3, p97 inhibitor 3, Mdm2 ligase inh -7, eIF4E 4G PPI -2, FXIa inh 1536 -5, Rad51 HR inh 14, 14-3-3 Bad inh -12 and Wee1 degr inh 5.
For CCOC(=O)c1c(-c2cccs2)csc1NC(=O)c1ccncc1 the results were FXIIa inh 6, KLK5 inh -7, p97 inhibitor 6, Mdm2 ligase inh -1, eIF4E 4G PPI -7, FXIa inh 1536 -3, Rad51 HR inh -1, 14-3-3 Bad inh -2 and Wee1 degr inh 1.
For Cc1cccc(C(=O)OCc2cncs2)c1 the results were FXIIa inh 2, KLK5 inh -12, p97 inhibitor -3, Mdm2 ligase inh -32, eIF4E 4G PPI -6, FXIa inh 1536 0, Rad51 HR inh 11, 14-3-3 Bad inh -1 and Wee1 degr inh -1.
CC1(O)CC(c2ccc(Cl)cc2)=NN1C(=O)c1ccc([N+](=O)[O-])cc1 (stereo not drawn) was read as FXIIa inh 5, KLK5 inh 1, p97 inhibitor 4, Mdm2 ligase inh 6, eIF4E 4G PPI -2, FXIa inh 1536 -1, Rad51 HR inh -1, 14-3-3 Bad inh -6 and Wee1 degr inh -4.
Screening Clc1ccc(/C=C\c2nccc3c2[nH]c2ccccc23)cc1 returned FXIIa inh -5, KLK5 inh -9, p97 inhibitor 2, Mdm2 ligase inh -8, eIF4E 4G PPI 5, FXIa inh 1536 -9, Rad51 HR inh -2, 14-3-3 Bad inh 12 and Wee1 degr inh 12*.
Screening COc1ccccc1Nc1nc(-c2sc(NC(=O)c3ccco3)nc2C)cs1 returned FXIIa inh 7, KLK5 inh -3, p97 inhibitor 3, Mdm2 ligase inh -18, eIF4E 4G PPI -5[fluorescence artefact?], FXIa inh 1536 4, Rad51 HR inh 7, 14-3-3 Bad inh 16 and Wee1 degr inh -1.
COc1ccc(OC)c(/C=C/C(=O)c2ccc(Cl)cc2)c1 was read as FXIIa inh 17, KLK5 inh -6, p97 inhibitor 3, Mdm2 ligase inh 4, eIF4E 4G PPI -4, FXIa inh 1536 1, Rad51 HR inh 0, 14-3-3 Bad inh 17 and Wee1 degr inh 2.
COc1cc2oc(=O)ccc2c(OC)c1CC(O)C(C)(C)O (stereo not drawn) was read as FXIIa inh 11, KLK5 inh -1, Mdm2 ligase inh -8, eIF4E 4G PPI 2, FXIa inh 1536 2, Rad51 HR inh -7 and 14-3-3 Bad inh -3.
`CCOc1cccc(C(=O)NC(c2ccccc2)C(C)C)c1` (stereo not drawn) gave FXIIa inh 3, KLK5 inh -4, p97 inhibitor 0, Mdm2 ligase inh -8, eIF4E 4G PPI 1, FXIa inh 1536 -3, Rad51 HR inh 12, 14-3-3 Bad inh -3 and Wee1 degr inh 5.
`CCCNC(=O)c1c(NC(=O)C2COc3ccccc3O2)sc2c1CCCC2` (stereo not drawn) gave FXIIa inh 16, KLK5 inh -6, p97 inhibitor -4, Mdm2 ligase inh -1, eIF4E 4G PPI -1, FXIa inh 1536 5, Rad51 HR inh -1, 14-3-3 Bad inh -5 and Wee1 degr inh 2.
`CCCCNC(=O)Nc1ccnn1C1CCCCC1` gave FXIIa inh 22, KLK5 inh 5, p97 inhibitor 3, Mdm2 ligase inh -5, eIF4E 4G PPI -1[fluorescence artefact?], FXIa inh 1536 12, Rad51 HR inh -1, 14-3-3 Bad inh -5 and Wee1 degr inh 3.
Screening c1ccc(CSc2nnc(-c3ccccn3)n2-c2ccccc2)cc1 returned FXIIa inh 12, KLK5 inh -9, p97 inhibitor 1, Mdm2 ligase inh -7, eIF4E 4G PPI 4, FXIa inh 1536 0, Rad51 HR inh 1, 14-3-3 Bad inh 2 and Wee1 degr inh 2.
Cc1ccccc1Nc1nnc(SCC(=O)Nc2ncc(C(F)(F)F)cc2Cl)s1 was read as FXIIa inh 5, KLK5 inh -7, p97 inhibitor 5, Mdm2 ligase inh -9, eIF4E 4G PPI -4, FXIa inh 1536 7, Rad51 HR inh 2, 14-3-3 Bad inh 7 and Wee1 degr inh 1.
For CC(Oc1ccc(Cl)cc1)C(=O)Nc1nccs1 (stereo not drawn) the results were FXIIa inh 19, KLK5 inh -5, p97 inhibitor -7, Mdm2 ligase inh -2, eIF4E 4G PPI 0, FXIa inh 1536 8, Rad51 HR inh 1, 14-3-3 Bad inh -20 and Wee1 degr inh 0.
`O=C(Cn1c(=O)sc2ccccc21)Nc1ccccc1C(=O)O` gave FXIIa inh 3, KLK5 inh -16, p97 inhibitor 3, Mdm2 ligase inh -21, eIF4E 4G PPI 3, FXIa inh 1536 -8, 14-3-3 Bad inh 0 and Wee1 degr inh -3.
Screening Cc1ccc(S(=O)(=O)NN2Cc3ccccc3C2=N)cc1 returned FXIIa inh -1, KLK5 inh -5, p97 inhibitor 6, Mdm2 ligase inh -3, eIF4E 4G PPI -1, FXIa inh 1536 -1, Rad51 HR inh -2, 14-3-3 Bad inh 12 and Wee1 degr inh 0.
For Cc1sc(NC(=O)CN(Cc2ccc(F)cc2)C(=O)C(C)(C)C)c(C(N)=O)c1C the results were FXIIa inh 1, KLK5 inh -1, p97 inhibitor 0, Mdm2 ligase inh -12, eIF4E 4G PPI -2, FXIa inh 1536 9, Rad51 HR inh -2, 14-3-3 Bad inh -8 and Wee1 degr inh -2.
COC(=O)c1ccc(N=NN2CCCCCC2)cc1 was read as FXIIa inh 9, KLK5 inh -9, p97 inhibitor -2, Mdm2 ligase inh -14, eIF4E 4G PPI -2, FXIa inh 1536 6, Rad51 HR inh -3, 14-3-3 Bad inh 3[fluorescence artefact?] and Wee1 degr inh 4.
CN(C)S(=O)(=O)Oc1cccc(C(=O)Nc2cccc(Cl)c2)c1 was read as FXIIa inh 19, KLK5 inh -6, p97 inhibitor 3, Mdm2 ligase inh -15, eIF4E 4G PPI 8, FXIa inh 1536 6, Rad51 HR inh -4, 14-3-3 Bad inh 0 and Wee1 degr inh 2.
CC(=O)NC(c1ccc(C)cc1)c1cc([N+](=O)[O-])c2cccnc2c1O (stereo not drawn) was read as FXIIa inh 9, KLK5 inh -10, p97 inhibitor 8, Mdm2 ligase inh 0, eIF4E 4G PPI -4, FXIa inh 1536 14, Rad51 HR inh -18, 14-3-3 Bad inh -28 and Wee1 degr inh -1.
`COc1ccccc1C(=O)Nc1ccc(Br)cc1C` gave FXIIa inh 8, p97 inhibitor 0, Mdm2 ligase inh -12, eIF4E 4G PPI 0, FXIa inh 1536 -3, 14-3-3 Bad inh -4 and Wee1 degr inh 3.
CN(C)c1ccc(C(=O)OCC(=O)NCCC2=CCCCC2)cc1 was read as FXIIa inh 10, KLK5 inh -2, p97 inhibitor -3, Mdm2 ligase inh -7, eIF4E 4G PPI 3, FXIa inh 1536 -4, Rad51 HR inh 0, 14-3-3 Bad inh 0 and Wee1 degr inh 5.
`Cc1ccnc(Sc2nc3c(c(=O)[nH]c(=O)n3C)n2CCCc2ccccc2)n1` gave FXIIa inh 8, KLK5 inh -12, p97 inhibitor 0, Mdm2 ligase inh 0, eIF4E 4G PPI -4[fluorescence artefact?], FXIa inh 1536 0, Rad51 HR inh 2, 14-3-3 Bad inh 0[fluorescence artefact?] and Wee1 degr inh -1.
Screening COc1ccc(-n2ccnc2)cc1 returned FXIIa inh 4, KLK5 inh -4, p97 inhibitor -3, Mdm2 ligase inh -5, eIF4E 4G PPI -4, FXIa inh 1536 -6, Rad51 HR inh -3, 14-3-3 Bad inh -2 and Wee1 degr inh -3.

A run of entries of the results above, for reference:
For Cc1sc(NC(=O)CN(Cc2ccc(F)cc2)C(=O)C(C)(C)C)c(C(N)=O)c1C the results were FXIIa inh 1, KLK5 inh -1, p97 inhibitor 0, Mdm2 ligase inh -12, eIF4E 4G PPI -2, FXIa inh 1536 9, Rad51 HR inh -2, 14-3-3 Bad inh -8 and Wee1 degr inh -2.
COC(=O)c1ccc(N=NN2CCCCCC2)cc1 was read as FXIIa inh 9, KLK5 inh -9, p97 inhibitor -2, Mdm2 ligase inh -14, eIF4E 4G PPI -2, FXIa inh 1536 6, Rad51 HR inh -3, 14-3-3 Bad inh 3[fluorescence artefact?] and Wee1 degr inh 4.
